High-throughput results as filed in PubChem.
KCNK3 inh: human KCNK3 channel inhibition, primary screen; O14649; CHO-KCNK3 thallium flux, FluxOR fluorescence; active compounds read low; B-score at 10 µM; 340,000 tested, 0.84% active; AID 602410;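 active = B-score under library mean minus 4 SD, starting fluorescence ratio at most library mean plus 5 SD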;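 also: more negative B-score means stronger inhibition of thallium flux through KCNK3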
MrgX1 PAM: allosterically activates human MrgX1 receptor signaling | 310,000 tested, 0.63% active | MrgX1-HEK293, Fluo-4 calcium flux, FDSS; active compounds read high | B-score at 10 µM | AID 588675;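 active = plate-corrected calcium response at least 3 library SD above typical, normal starting fluorescence, not activating the receptor alone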;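 also: compound read alongside a low EC10 to EC30 dose of BAM8-22 agonist; peak minus trough fluorescence over baseline measured at the second addition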
Target sequence (Q96LB2 whole entry, looked up): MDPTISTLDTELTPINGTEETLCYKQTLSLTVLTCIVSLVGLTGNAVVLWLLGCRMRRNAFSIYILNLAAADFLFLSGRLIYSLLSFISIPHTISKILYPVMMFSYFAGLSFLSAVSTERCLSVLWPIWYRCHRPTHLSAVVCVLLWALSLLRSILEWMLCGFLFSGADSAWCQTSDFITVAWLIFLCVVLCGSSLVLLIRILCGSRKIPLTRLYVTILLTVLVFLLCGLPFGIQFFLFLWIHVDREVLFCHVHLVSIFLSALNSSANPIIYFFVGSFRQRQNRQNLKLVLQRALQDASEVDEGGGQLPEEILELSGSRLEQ
RGS4 inh: human RGS4 inhibition; P49798; HEK293 M3R/RGS4 inducible, Fluo-4 calcium flux; active compounds read high; triggered by carbachol at its EC20; B-score at 10 µM; 310,000 tested, 0.45% active;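 active = B-score, a plate-corrected calcium signal, over three deviations above library mean, with baseline fluorescence within five deviations of library mean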;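 also: RGS4 expression induced by doxycycline in cells with stable M3 receptor; B-score is computed from the integrated fluorescence ratio over baseline after carbachol; higher B-score means a larger calcium signal and so more RGS4 inhibition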
KCNQ1 act: human KCNQ1 channel potentiation or activation; 310,000 tested, 0.35% active; AID 2648; P51787; B-score at 10 µM; CHO-K1 KCNQ1, thallium flux FluxOR fluorescence; active compounds read high;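 active = fluorescence ratio B-score, a plate-corrected score, at least three library SD, with initial intensity B-score within 5 SD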
Target sequence (P51787 whole entry, looked up): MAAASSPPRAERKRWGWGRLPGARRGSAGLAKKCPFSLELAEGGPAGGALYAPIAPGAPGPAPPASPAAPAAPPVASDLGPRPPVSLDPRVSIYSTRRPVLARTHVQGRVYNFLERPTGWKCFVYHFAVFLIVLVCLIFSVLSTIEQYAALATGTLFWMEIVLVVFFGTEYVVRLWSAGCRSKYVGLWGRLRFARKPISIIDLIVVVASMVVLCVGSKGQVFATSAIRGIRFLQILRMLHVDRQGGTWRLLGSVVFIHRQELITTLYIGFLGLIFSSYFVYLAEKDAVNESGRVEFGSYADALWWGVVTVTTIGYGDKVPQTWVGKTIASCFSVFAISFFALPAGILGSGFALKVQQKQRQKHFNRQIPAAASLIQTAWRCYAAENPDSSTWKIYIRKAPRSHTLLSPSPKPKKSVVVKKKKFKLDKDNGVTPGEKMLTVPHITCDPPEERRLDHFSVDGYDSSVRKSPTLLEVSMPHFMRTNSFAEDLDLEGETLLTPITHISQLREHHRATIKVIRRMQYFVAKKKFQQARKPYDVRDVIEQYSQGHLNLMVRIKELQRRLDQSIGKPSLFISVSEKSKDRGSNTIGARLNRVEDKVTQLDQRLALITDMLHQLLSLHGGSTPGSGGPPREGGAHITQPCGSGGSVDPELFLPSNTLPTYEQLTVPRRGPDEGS
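Assay system: CHO-K1 cells stably expressing KCNQ1. Medium: assay buffer for compound exposure, DMSO matched across wells. Timing: 37 °C overnight plating, 90-min dark dye load, 20-min compound pretreatment. Signal: kinetic FluxOR fluorescence, 10 s baseline plus 110 s post-stimulus.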
KCNQ1 block: inhibitors of human KCNQ1 potassium channel. AID 2642. CHO-K1 KCNQ1, FluxOR thallium flux fluorescence; active compounds read high. P51787. B-score at 10 µM. 310,000 tested, 1.3% active;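 active = compounds whose thallium flux B-score, printed positive for inhibition, exceeds three library SD while starting fluorescence stays within three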;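 also: channel opened by potassium depolarization with thallium stimulus after 20 min compound exposure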
ANO1 block: mouse TMEM16A channel inhibition, primary screen | HEK293 TMEM16A/YFP iodide influx fluorescence, ionomycin | Q8BHY3 | 310,000 tested, 1.2% active | normalized B-score (activity score, 25-100; higher = stronger inhibition) at 10 µM;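 active = ratio plate-corrected score three or more library SD toward inhibition, starting fluorescence score within five deviations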;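 also: score derived from kinetic fluorescence span divided by baseline fluorescence per well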
hERG rescue: compounds protecting human hERG from proarrhythmic drug block. CHO-hERG, FluxOR thallium flux, dofetilide IC70 present. AID 1511. activation (rescue from dofetilide block), less the hit threshold, % at 10 µM. Q12809. 310,000 tested, 0.51% active;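 active = activation above the mean of controls blocked by dofetilide plus 5 SD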;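 also: thallium influx through hERG after potassium depolarization seen as dye fluorescence rise; in these data hits start at about 4.7%; inactives centre near -7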
KCNK9 inh: blocks the human KCNK9 two-pore domain potassium channel. Q9NPC2. HEK293 KCNK9, FluxOR thallium flux fluorescence; active compounds read low. B-score at 10 µM. 310,000 tested, 1.2% active. AID 488922;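 active = ratio B-score over 3 SD below the library mean, with starting fluorescence within 5 SD of its mean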;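 also: negative B-score means less thallium flux so channel inhibition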
ANO1 activ: activators or potentiators of mouse TMEM16A chloride channel; B-score at 10 µM; 340,000 tested, 0.3% active; Q8BHY3; HEK293 TMEM16A/YFP-H148Q/I152L, iodide quench fluorescence; active compounds read low;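 active = fluorescence-ratio B-score plate-corrected deviation score at least 3 library SD below zero, with starting fluorescence score within 5 deviations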;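 also: channel opened by trigger with iodide after compound preincubation; score built on the fluorescence ratio of max minus min over baseline; more negative score means more quench and so TMEM16A activation or potentiation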
RGS4 pot: potentiators or activators of RGS4. HEK293 M3R/inducible RGS4, carbachol calcium flux Fluo4; active compounds read low. B-score at 10 µM. 310,000 tested, 0.92% active. AID 463111;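 active = B-score of the integrated calcium signal more than 4 SD below the library mean, with starting fluorescence not abnormally high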;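 also: negative B-score means reduced calcium response which marks RGS4 activation or potentiation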
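Also added: carbachol at ECmax as muscarinic agonist stimulus; Assay system: HEK293 cells with stable M3R and inducible RGS4; Timing: overnight RGS4 induction, 30 min dye load 37 °C, 20 min compound RT; Measured by: Fluo4-AM (2 µM) calcium-flux fluorescence, kinetic read.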
MrgX1 agonist: human MrgX1 receptor agonism, primary screen | 310,000 tested, 0.44% active | Q96LB2 | MrgX1-HEK293 cells, Fluo-4 calcium fluorescence, agonist mode; active compounds read high | B-score at 10 µM | AID 588627;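 active = calcium response B-score plate-corrected fluorescence ratio at least 3 library SD, with starting fluorescence B-score inside 5 SD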
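Assay system: stable human MrgX1 HEK293 cell line. Quantity: 15,000 cells per well. Schedule: cells plated overnight, dye loaded 0.5 h 37 °C, 0.5 h room temperature. Detection: Fluo-4 NW calcium-flux fluorescence, kinetic read. Read-out basis: peak-minus-minimum fluorescence over baseline, converted to B scores. Control set: positive and negative control wells on each plate.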
* hit, by the source's call; i = inactive; . = no result given.

Below each SMILES: KCNK3 inh	MrgX1 PAM	RGS4 inh	KCNQ1 act	KCNQ1 block	ANO1 block	hERG rescue	KCNK9 inh	ANO1 activ	RGS4 pot	MrgX1 agonist
- CCC(c1nnnn1CS(=O)(=O)c1ccc(C)cc1)N1CCC(C(N)=O)CC1 (configuration not stated)
  i	i	i	i	i	i	-1.8	i	i	i	i
- COc1ccc(CNCc2cccc(C)c2)cc1
  i	i	i	i	i	i	-2.7	i	i	i	i
- COc1ccccc1OCCNC(=O)C(c1ccccc1)c1ccccc1
  i	i	i	i	i	i	-9.7	i	i	i	i
- CCOC(=O)CC(=O)CSc1nc(N)c(C#N)c(-c2ccc(F)cc2)c1C#N
  i	i	i	i	i	i	-11.5	i	i	i	i
- Cn1c(NC(=O)c2ccc(F)cc2)nc2ccccc21
  i	i	i	i	i	i	-7.6	i	i	i	i
- O=C(NC1(C(F)(F)F)N=C(c2ccccc2)NC1=O)c1ccccc1 (configuration not stated)
  i	i	i	i	i	i	-7.3	i	i	i	i
- Cn1ncc2c(N3CCC(Cc4ccccc4)CC3)ncnc21
  i	i	i	i	i	i	-13.1	i	i	i	i
- COC(=O)c1cc(C(=O)Nc2nnc(C3CC3)s2)cc([N+](=O)[O-])c1
  i	i	i	i	i	i	-10.0	i	i	i	i
- Cc1ccc(NC(=O)c2sc(N)nc2-c2ccc([N+](=O)[O-])cc2)c(C)c1
  i	i	i	i	i	i	-7.2	i	i	i	i
- CC1Oc2ccccc2N(Cc2ccccc2F)C1=O (configuration not stated)
  .	i	i	i	i	i	-9.4	i	.	i	i
- NC(=O)CC(NC(=O)Cc1cccc2ccccc12)c1ccc(NCc2ccccn2)c([N+](=O)[O-])c1 (configuration not stated)
  i	i	i	i	i	i	-5.5	i	i	i	i
- Cc1nc(CC(=O)NNS(=O)(=O)c2ccc(F)c(Cl)c2)cs1
  i	i	i	i	i	i	-12.8	i	i	i	i
- COc1ccc(NC(=O)Nc2ccc(OCC(=O)N3CCOCC3)cc2)cc1OC
  i	i	i	i	i	i	-1.2	i	i	i	i
- Cc1ccc2[nH]c(=O)c(CN(CC3COCCO3)C(=O)Nc3ccccc3C)cc2c1 (configuration not stated)
  i	i	i	i	i	i	-15.4	i	i	i	i
- COc1cc(O)oc1C=Nc1ccc(C(=O)O)cc1
  i	i	i	i	i	i	-0.8	i	i	i	i
- CC(=O)c1sc(NC(=O)CCCOc2ccc(Cl)cc2)nc1C
  i	i	i	i	i	i	-17.0	i	i	i	i
- Cc1ccc(NC(=S)NC(=O)/C=C/c2ccc(Cl)cc2)cc1
  i	i	i	i	i	i	-3.7	i	i	i	i
- COc1ccc(C(=O)OCC(=O)Nc2nc3c(F)c(F)c(F)cc3s2)cc1OC
  i	i	i	i	i	i	-7.5	i	i	i	i
- O=C(COc1ccccc1[N+](=O)[O-])Nc1cccc(C(=O)Nc2ccccc2C(=O)O)c1
  i	i	i	i	i	i	-30.9	i	i	i	i
- COc1ccc(Oc2ccccc2/C=C/C(=O)O)cc1
  i	i	i	i	i	i	-6.6	i	i	i	i
- CCCCn1c(N)c(N2CCOCC2)c(=O)n(CC(=O)NCCc2ccccc2)c1=O
  i	i	i	i	i	i	-11.8	i	i	i	i
- O=C(c1ccc(CNc2c(N3CCCC3)c(=O)c2=O)cc1)N1CCc2ccccc2C1
  i	i	i	i	i	i	-3.3	i	i	i	i
- CC(C)COP(=O)(OCC(C)C)C(Nc1ccccc1)c1ccc(F)cc1 (configuration not stated)
  i	i	i	i	i	i	-14.4	i	i	i	i
- CCCN(CCc1ccccc1)C1CCc2c(O)cccc2C1 (configuration not stated)
  i	i	i	i	i	i	-10.0	i	i	-10.2*	i
- CCN(Cc1ccccc1)C1CCN(Cc2ccc(SC)cc2)CC1
  i	i	i	i	i	i	-8.8	i	i	i	i
- NC(=O)COC(=O)c1ccc2c(c1)C(=O)N(Cc1ccco1)C2=O
  i	i	i	i	i	i	-2.0	i	i	i	i
- COc1ccccc1OCc1ccc(C(=O)N2CCN(C)CC2)o1
  i	i	i	i	i	i	-7.1	i	i	i	i
- COc1ccc(CN2CCCC(C(=O)c3ccc(SC)cc3)C2)cc1Cn1cccn1 (configuration not stated)
  i	i	i	i	i	i	-16.1	i	i	i	i
- Cc1c(C(=O)O)sc2nc3n(c(=O)c12)CCC3
  i	i	i	i	i	i	-5.3	i	i	i	i
- CC(=O)Nc1c(C(=O)N2CCCCCC2)cnn1-c1ccccc1
  i	i	i	i	i	i	-6.6	i	i	i	i

Below each SMILES: KCNK3 inh	MrgX1 PAM	RGS4 inh	KCNQ1 act	KCNQ1 block	ANO1 block	hERG rescue	KCNK9 inh	ANO1 activ	RGS4 pot	MrgX1 agonist
- CC(=O)Nc1ccc(CN2CCCC(CCC(=O)NCc3ccccc3F)C2)cc1 (configuration not stated)
  i	i	i	i	i	i	-11.1	i	i	i	i
- COC(=O)[C@@H](NC(=O)NCc1cccs1)C(C)C
  i	i	i	i	i	i	-7.2	i	i	i	i
- CC(C)c1ccc(C(C(=O)NC2CCCCC2)N(C(=O)c2csnn2)C2CC2)cc1 (configuration not stated)
  i	i	i	i	i	i	-4.4	i	i	i	i
- COc1ccc(F)cc1S(=O)(=O)N1CCCN(S(=O)(=O)c2cc(F)ccc2OC)CC1
  i	i	i	i	i	i	-11.5	i	i	i	i
- CCS(=O)(=O)CCSc1nc2c(cc1C#N)CCCC2
  i	i	i	i	i	i	-2.3	i	i	i	i
- Cc1ccccc1-c1nc(CS(=O)(=O)CC(=O)N2CCc3ccccc3C2)c(C)o1
  i	i	i	i	i	i	-10.0	i	i	i	i
- O=C(c1ccc2c(=O)n(C3CCCC3)c(=S)[nH]c2c1)N1CCN(C2CCCCC2)CC1
  i	i	i	i	i	i	-12.3	i	i	i	i
- COc1ccccc1N1CCN(S(=O)(=O)c2cc(Br)cnc2N)CC1
  i	i	i	i	i	i	-2.4	i	i	i	i
- Nc1c(-c2ccccc2)c(CN2CCOCC2)nn1-c1ccc(F)cc1
  i	i	i	i	i	i	-5.7	i	i	i	i
- CN(C)CCNC(=O)COc1cccc(Cl)c1
  i	i	i	i	i	i	-1.7	i	i	i	i
- Cc1ccc(NC(=O)Cn2nc([N+](=O)[O-])c(Br)c2C)cc1C
  i	i	i	i	i	i	-4.1	i	i	i	i
- O=[N+]([O-])c1cccc(-c2nc(-c3ccncc3)no2)c1
  i	i	i	i	i	i	-4.1	i	i	i	i
- COCCNC(=O)CSc1nc2sc(C)c(C)c2c(=O)n1-c1ccccc1
  i	i	i	i	i	i	-11.1	i	i	i	i
- O=C(CSc1ccc(-c2ccccn2)nn1)NCc1ccc(Cl)cc1
  i	i	i	i	i	i	-5.4	i	i	i	i
- O=C(c1ccncc1)N1CCN(C2CCC(c3ccccc3)CC2)CC1 (configuration not stated)
  i	i	i	i	i	i	-5.4	i	i	i	i
- CC1Cn2c(nnc2-c2ccccc2O)S1 (configuration not stated)
  i	i	i	i	i	i	-6.4	i	i	i	i
- COc1n[nH]c(C(=O)Nc2cc(F)ccc2C)c1[N+](=O)[O-]
  i	i	i	i	i	i	-4.9	i	i	i	i
- CCOC(=O)c1cccnc1SC(CC)C(=O)NCc1ccco1 (configuration not stated)
  i	i	i	i	i	i	-11.1	i	i	i	i
- Cc1cccc(CN2CCN(Cc3cccc4nonc34)CC2CCO)n1 (configuration not stated)
  i	i	i	i	i	i	-7.9	i	i	i	i
- CCCN(C(=O)COC(=O)COc1c(C)cccc1C)c1c(N)n(Cc2ccccc2)c(=O)[nH]c1=O
  i	i	i	i	i	i	-4.9	i	i	i	i
- CN(C)C(=O)c1ccc(NC(=O)COc2cccc(Oc3ccccc3)c2)cc1
  i	i	i	i	i	i	-10.0	i	i	i	i
- CCOc1ccccc1NC=C1C(=O)OC2(CCCCC2)OC1=O
  i	i	i	i	i	i	5.1*	i	i	i	i
- CN(C(=O)c1ccc(F)cc1)c1ccccc1C(=O)NCc1ccccc1
  i	i	i	i	i	i	-12.8	i	i	i	i
- COC(=O)COc1cccc(NC(=O)C(c2ccccc2)c2ccccc2)c1
  i	i	i	i	i	i	-7.4	i	i	i	i
- Cc1cc(C)n(S(=O)(=O)c2ccc(C)c(C)c2)n1
  i	i	i	i	i	i	-4.4	i	i	i	i
- O=C(CSC1=NCCN1)NC1CCCCCC1
  i	i	i	i	i	i	-10.9	i	i	i	i
- CC1CCCN(CCCOc2ccccc2-c2ccccc2)C1 (configuration not stated)
  i	.	i	i	i	.	-8.0	i	i	i	.
- FC(F)(F)c1cccc(NC(=S)NC(c2ccccc2)c2ccccc2)c1
  i	i	i	i	i	i	-5.5	i	i	i	i
- CCC(CO)(CO)N(CC(=O)Nc1ccc(OC)cc1)CC(=O)Nc1ccc(OC)cc1
  i	i	i	i	i	i	-4.7	i	.	i	i
- COc1ccccc1C(=O)NC(=O)CSc1cccc[n+]1[O-]
  i	i	i	i	i	i	-3.1	i	i	i	i

Below each SMILES: KCNK3 inh	MrgX1 PAM	RGS4 inh	KCNQ1 act	KCNQ1 block	ANO1 block	hERG rescue	KCNK9 inh	ANO1 activ	RGS4 pot	MrgX1 agonist
- O=c1c2c3c(sc2nc(NCCO)n1-c1ccccc1)CCCC3
  i	i	i	i	i	i	-4.6	i	i	i	i
- O=C(CCN1C(=O)/C(=C\c2ccccc2)SC1=S)Nc1ccc(C(=O)O)cc1
  i	14*	i	i	i	i	-9.0	i	i	i	i
- COc1ccc(C(=O)n2nc(C)cc2Nc2ccccc2)cc1
  i	i	i	i	i	i	-4.4	-7.38*	i	i	i
- COc1cc(/C=N/N2CCN(C3c4ccccc4-c4ccccc43)CC2)ccc1O
  i	i	i	i	i	i	-4.0	i	i	i	i
- Cc1ccccc1NS(=O)(=O)c1cc(C(=O)NCCSC2CCCCC2)ccc1C
  i	i	i	i	i	i	-6.9	-8.03*	i	i	i
- O=C(CN1CCN(c2ccc(F)cc2)CC1)c1ccc(O)cc1O
  i	i	i	i	i	i	-2.5	i	i	i	i
- COc1ccccc1CCN1CCCC(CN(C)CC(C)(C)CO)C1 (configuration not stated)
  i	i	i	i	i	i	-4.7	i	i	i	i
